# Compound activity deposited in PubChem by Broad Institute.
# FN deposit inh – inhibitors of fibronectin matrix deposition, primary screen, AH1F cells, Alexa488-fibronectin fluorescence, plate reader; AH1F fibroblasts, overnight; AID 743247, 2014; 350,000 tested, 0.086% active; inhibition, % at 12.6 µM;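 active = mean inhibition across replicates of 30% or more, regardless of how many single replicates reach that level; inconclusive = mean under 30% yet at least half of replicates reach 30%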;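 note: positive control wells lacked labelled fibronectin entirely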
#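 Test system: AH1F fibroblast monolayer depositing Alexa488-labelled fibronectin into matrix. Input: 10000 cells per well. Technique: fluorescence, ex 485 nm, em 525 nm. Buffer or medium: DMEM plus 2% serum, read in PBS. Timing: 1 h cell adhesion before compound, then overnight fibronectin incubation. Compound: single dose, pinned. Read-out basis: inhibition from reduced deposited-fibronectin fluorescence.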
# Cneo AK release – Cryptococcus neoformans cell lysis inducers, primary screen, AK release luminescence, single concentration; C. neoformans lysis, adenylate kinase release luminescence, 4 h; normalised: neutral wells 0, clomiphene wells 100; lysis activity, % at 15 µM; 360,000 tested, 0.2% active;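 active = mean lysis activity across replicates of at least 80%, whatever share of replicates individually reach that level; inactive = mean lysis activity below 80%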
#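 Material: C. neoformans cells | Amount: Yeast cell density of 5 × 10^6 cells/mL | Medium: Fresh YPD growth medium | Dosing: Single dose | Times: Static 4 h at 37 °C with compound, 1 h detection | Detection: AK luminescence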
# CASP6 VEID inh – human caspase-6 inhibitors, primary screen, biochemical, VEID-R110 fluorescence, single point, set 2 | P55212 | purified caspase-6, Z-VEID-R110 cleavage fluorescence | inhibition, % at 12.5 µM | 350,000 tested, 0.53% active | AID 686996, 2013;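 active = mean inhibition across replicates at least about 35%, with every replicate also reaching that limit, limit read from the data; inconclusive = only one of the two criteria met; inactive = neither criterion met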;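 note: 0% = median of neutral control wells and 100% = no fluorescence left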
# Target sequence (P55212 24-179 limits assumed): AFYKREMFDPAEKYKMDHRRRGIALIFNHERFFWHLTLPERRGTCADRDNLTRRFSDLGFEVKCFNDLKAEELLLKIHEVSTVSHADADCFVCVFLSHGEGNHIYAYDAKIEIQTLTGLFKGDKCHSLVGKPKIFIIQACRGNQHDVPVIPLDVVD
# Target sequence (P55212 194-293 limits assumed): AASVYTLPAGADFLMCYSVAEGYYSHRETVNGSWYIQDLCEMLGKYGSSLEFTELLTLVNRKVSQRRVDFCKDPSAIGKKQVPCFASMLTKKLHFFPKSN
# PAX8 inh HTS – inhibitors of PAX8-driven TPO luciferase reporter, primary screen, RMG-I cells, single concentration. SteadyGlo, 24 h. inhibition, % at 12.6 µM. 360,000 tested, 1.2% active. AID 652154, 2013;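 active = mean replicate inhibition at least 60% with every replicate also reaching 60%; inconclusive = only one of the two criteria is met; inactive = mean below 60% and not all replicates reaching 60%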;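 note: luciferase light reporting Pax8 driven TPO promoter activity; plate controls were median of neutral control wells for no effect and mitoxantrone controls for full effect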
# EWS-Fli block – EWS/Fli-driven NR0B1 reporter inhibitors, primary screen, A673 cells, NR0B1 luciferase, luminescence, MLPCN library. 350,000 tested, 0.67% active. inhibition, % at 12.6 µM. viability-normalised;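 active = mean inhibition of at least 50% after viability correction, with every replicate also passing that limit; inconclusive = mean reaches 50% but only one of two replicates passes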;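 note: firefly luciferase signal divided by Alamar Blue viability fluorescence both relative to DMSO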
# miR-122 sensor – miR-122 Renilla sensor signal increase in Huh7, primary screen, miR-122 inhibitor project, cell-based, single point, plate reader; Huh7 miR-122 Renilla luciferase sensor, 48 h; neutral wells = 0, positive control = 100; activation (reporter increase), % at 12.5 µM; 340,000 tested, 0.3% active;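 active = mean replicate activation score at least 90 and every replicate individually at or above 90; inconclusive = only one of the two criteria met; inactive = neither criterion met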;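 note: higher luciferase means less miR-122 activity so hits act as miR-122 inhibitors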
# LGR2 inh – inhibitors of bursicon-induced LGR2 CRE-luciferase signal, primary screen, cell-based, HEK293, CRE-luciferase reporter, bursicon stimulation | Drosophila bursicon receptor LGR2 (rickets) | bursicon-stimulated, 4 h | inhibition, % at 9.99 µM | 380,000 tested, 0.35% active | AID 720647, 2013;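 active = drop in luminescence signal, shown as inhibition above about 50% in the replicate tests, limit read from the data, passing the limit was not always enough; inconclusive = probably only some replicates passing the limit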;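 note: agonist challenge used bursicon conditioned medium at about half maximal strength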
# PGC1a acetyl inh – inhibitors of PGC1a acetylation signal, primary screen, cell-based, U2OS, AlphaScreen, inhibitor mode | AlphaScreen anti-acetyl-lysine; with virally co-expressed GCN5 acetyltransferase | inhibition, % at 15.6 µM | 350,000 tested, 0.17% active | AID 651687, 2012;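 active = every replicate shows inhibition of at least 40%; inconclusive = mean inhibition at least 40% but some replicate below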;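 note: 0% = neutral control wells and 100% = positive control wells; some results beyond the cut were filed as inactive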
# * = called active by the depositor; ? = inconclusive; . = no result given; & = joins results of further samples; [ ] = remark or other dose. Rows are unselected; 2.5% or so of the library scored in one or more.
# Sample of the layout:
SMILES	CASP6 VEID inh	Cneo AK release	miR-122 sensor	PAX8 inh HTS	LGR2 inh	FN deposit inh	EWS-Fli block	PGC1a acetyl inh
COc1ccc(S(=O)(=O)Nc2ccc3c(c2)CC(=O)N([C@@H](C)CO)C[C@@H](C)[C@@H](CN(C)CC2CC2)O3)cc1	-3	6	-2[16.7 µM]	1	2	-4	-1	-2
CN1C(=O)c2cc(NC(=O)C3CCCC3)ccc2OC[C@@H]2O[C@@H](CC(=O)NCC3CC3)CC[C@@H]21	0	-5	52[16.7 µM]	-40	-7	4	-11	-7

# All compounds of this part (from the top)
SMILES	CASP6 VEID inh	Cneo AK release	miR-122 sensor	PAX8 inh HTS	LGR2 inh	FN deposit inh	EWS-Fli block	PGC1a acetyl inh
COc1ccc(S(=O)(=O)Nc2ccc3c(c2)CC(=O)N([C@@H](C)CO)C[C@@H](C)[C@@H](CN(C)CC2CC2)O3)cc1	-3	6	-2[16.7 µM]	1	2	-4	-1	-2
CN1C(=O)c2cc(NC(=O)C3CCCC3)ccc2OC[C@@H]2O[C@@H](CC(=O)NCC3CC3)CC[C@@H]21	0	-5	52[16.7 µM]	-40	-7	4	-11	-7
COc1cccc(CC2(CO)CCCN(Cc3c(C)cc(C)cc3-n3cccn3)C2)c1 (configuration not stated)	-3	.	.	7	16	-14	7	.
O=C1NC(c2ccc3ccccc3c2)Nc2ccccc21 (configuration not stated)	0	-3	-1	-14	.	11	-40	0
CCn1cc([N+](=O)[O-])c(=O)c2cc(F)c(N3CCOCC3)cc21	0	0	-1	4	-8	4	6	5
Cc1cc(Br)ccc1NC(=O)CN(C)C(=O)CSCc1ccccc1	-85	1	-1	-3	6	.	6	-2
CCCCN(C(=O)c1cccc(S(=O)(=O)N2CCCC2)c1)c1c(N)n(CCC)c(=O)[nH]c1=O	2	0	-4	-5	17	0	-2	3
O=C(COC(=O)c1cccc([N+](=O)[O-])c1)Nc1ccc(Cl)cn1	2	.	.	.	13	4	-45	.
CN1CCN(C2CCN(S(=O)(=O)c3ccc(C(C)(C)C)cc3)CC2)CC1	-2	-3	.	4	-6	-9	7	.
COc1ccc(C(CNC(=O)C(C)(C)Oc2ccc(Cl)cc2)N2CCCCC2)cc1 (configuration not stated)	-71	8	.	14	-1	-15	-2	.
CN(CCc1ccccn1)C(=O)Nc1cc(Cl)cc(Cl)c1	0	2	-6	-12	16	-2	-16	.
O=C(CSCc1ccccc1)Nc1ccc(F)cc1F	0	0	2	2	9	.	-22	5
CCOC(=O)C(NC(C)=O)(OCc1ccccc1)C(F)(F)F (configuration not stated)	.	1	0	5	-2	6	.	1
CCOC(=O)c1cc2ccccc2n1CCN(CC)CC	.	-5	1	.	-5	-4	.	-25
CCC(C)c1ccc(NS(=O)(=O)c2c(C)[nH]c(=O)[nH]c2=O)cc1 (configuration not stated)	2	-1	0	6	19	-2	4	-7
CC=Cc1ccc2n(c1=O)C[C@@H]1[C@@H](CO)[C@H](C(=O)NCc3ccccn3)[C@H]2N1CC1CC1 (mixture of isomers)	-3	-2	-7[16.7 µM]	-5	-1	.	7	1
COc1ccc(OC)c(NS(=O)(=O)c2ccc(N3CCCC3=O)cc2)c1	.	1	120*	.	-7	.	.	-26
C[C@@H]1CN([C@@H](C)CO)C(=O)c2cc(-c3cccc(C#N)c3)cnc2O[C@H]1CN(C)Cc1ccncc1	-2	-3	-2[16.7 µM]	.	3	4	4	3
Cc1ccc(N2CCCC2=O)cc1S(=O)(=O)N1CCOCC1	-2	0	3	.	2	8	-2	8
CC(C)C[C@H]1COc2cc(NCCCN3CCOCC3)ccc2S(=O)(=O)N1	-13	.	.	3	22	9	-8	.

SMILES	CASP6 VEID inh	Cneo AK release	miR-122 sensor	PAX8 inh HTS	LGR2 inh	FN deposit inh	EWS-Fli block	PGC1a acetyl inh
O=C(COC(=O)COc1cccc(Br)c1)NCc1ccc2c(c1)OCO2	3	-2	26	-23	2	0	-13	3
CCC(C)[C@H](NC(=O)Nc1ccc2c(c1)OCCO2)C(=O)OC (some centres not stated)	0	.	.	15	-1	2	2	.
CCC(=O)Nc1ccc2c(c1)nc(CCN1CCN(c3ccccn3)CC1)n2C	-5	2	3	-3	12	4	7	0
C[C@H](CO)N1C[C@H](C)[C@@H](CN(C)Cc2ccc(C(=O)O)cc2)Oc2ncc(-c3ccccc3)cc2C1=O	2	0	2[16.7 µM]	.	-3	-15	8	-2
COc1ccc([C@@H]2C[C@H](c3ccccc3)Oc3cc(OC)c(OC)c(OC)c32)cc1	-2	1	3	-13	-20	-7	6	-9
CN(C)CCN1CCN(C2CN(Cc3ccc([N+](=O)[O-])cc3)S(=O)(=O)C2)CC1 (configuration not stated)	-70	1	5	-14	7	.	3	4
CC(/C=C/c1ccc2c(c1)OCO2)=N/NC(=O)c1cccnc1	4	0	5	3	4	-1	-2	-12
Cc1ccccc1S(=O)(=O)Cc1ccc(C(=O)NCc2ccco2)o1	2	.	.	16	2	11	.	.
O=C(Nc1nc(-c2ccco2)c(-c2ccco2)s1)C1CCC1	14	2	1	27	-1	-1	-9	-2
Cc1csc(NC(=O)c2cncc(Br)c2)n1	-2	.	.	-96	20	.	-86	.
COc1ccc(NC(=O)CSc2nnc(C)n2C2CCCCC2)cc1	-1	-3	1	3	10	-15	-2	1
O=C(OCC(O)COC(=O)c1cccnc1)c1cccnc1	0	6	-8	-16	6	2	-1	.
COCC#Cc1ccc([C@H]2[C@@H](CO)N3CCCCN(Cc4cccnc4)C[C@H]23)cc1	-6	-1	-1[16.7 µM]	27	2	-18	-7	2
COc1ccc(NC(=O)c2cc(C3CCCCN3S(C)(=O)=O)on2)c(C)c1 (configuration not stated)	3	2	3	-3	-5	-1	-4	-9
Cc1ccc(S(=O)(=O)N(C)C[C@H]2OCCCC[C@@H](C)Oc3ccc(NC(=O)Nc4c(C)noc4C)cc3C(=O)N([C@@H](C)CO)C[C@@H]2C)cc1	6	2	-1[16.7 µM]	-3	-3	-4	-13	-7
O=C(COc1ccccc1)Nc1ccc(CSc2ccccc2)cc1	-1	18	-4	.	.	.	.	12
CC1=C(C(=O)OC2CCCCC2)C(c2ccccc2)NC(=O)N1 (configuration not stated)	1	-10	-2	-50	8	-13	7	-9
CCN(c1cccc(C)c1)S(=O)(=O)c1cn(CC(=O)OC)c2ccc([N+](=O)[O-])cc12	0	0	-6	12	1	-1	3	8
COCC#Cc1ccc2c(c1)O[C@@H](CN(C)C(=O)C1CCCCC1)[C@@H](C)CN([C@@H](C)CO)S2(=O)=O	4	-4	3[16.7 µM]	4	-17	.	-6	-3
O=C(CN1C(=O)NC2(CCCc3ccccc32)C1=O)Nc1cccc(S(=O)(=O)N2CCCCC2)c1 (configuration not stated)	3	.	.	32	-1	6	25	.

SMILES	CASP6 VEID inh	Cneo AK release	miR-122 sensor	PAX8 inh HTS	LGR2 inh	FN deposit inh	EWS-Fli block	PGC1a acetyl inh
CCCN(C)C[C@@H]1OCCCC[C@@H](C)Oc2ccc(NC(=O)CCCN(C)C)cc2C(=O)N([C@H](C)CO)C[C@H]1C	-1	-2	9[16.7 µM]	-15	-17	-7	10	-7
CC(C)N(CC(O)COc1ccc(CC(N)=O)cc1)CC(O)COc1ccc(CC(N)=O)cc1 (configuration not stated)	16	1	-2	-1	0	2	-9	5
Cc1cc(=O)[nH]c2nnc(-c3ccc(Cl)cc3)n12	3	-6	-1	-52	-43	-3	-39	4
CCCn1c(SC/C(O)=C(\C#N)c2nc3ccccc3[nH]2)n[nH]c1=O	2	.	.	5	6	2	-4	.
Cc1cccc(-c2ccc([C@H]3[C@@H](CO)N4CCCCN(C(=O)c5ccc6c(c5)OCO6)C[C@@H]34)cc2)c1	-3	1	-2[16.7 µM]	-16	?	.	10	-9
C[C@H]1CN([C@@H](C)CO)S(=O)(=O)c2ccc(C3=CCCC3)cc2O[C@@H]1CN(C)C(=O)C1CCCCC1	4&3&7	-1&-3&-4	54	-5	-5&10	-5	10&21&20	-6&-7&5
O=C(CSc1ccc(-c2ccccn2)nn1)NCc1ccccc1	-2	.	.	7	-4	4	-9	1
Cc1cccc(C)c1NC(=O)c1ccc2sc([C@H]3C[C@H](O)[C@@H](CO)O3)nc2c1	-1	0	-26	-21	6	.	-1	.
O=C(COc1ccc(S(=O)(=O)N2CCCC2)cc1Cl)Nc1ccc2c(c1)OCO2	.	1	-5	.	15	.	.	-6
COCCn1c(SCC(=O)Nc2sccc2C(N)=O)nnc1-c1ccncc1	2	.	.	-5	9	13	7	13
COc1ccc(C(=O)Nc2ccc(O)c3ccccc23)cc1	8	-2	8	13	28	8	-36	.
COc1ccc(NC(=O)C2=NNC(=O)CC2)cc1S(=O)(=O)N1CCCCC1	-6	1	-6	-21	13	-5	-2	8
CCOc1ccc(OCCCC(=O)O)cc1	.	-2	-1	.	.	0	.	6
CSCCC(C(=O)Nc1c(C)cccc1C)N(C)CCc1ccccc1 (configuration not stated)	-2	1	4	-17	18	1	6	-16
O=C(Cc1cccs1)Nc1nnc(SCc2ccc(C(F)(F)F)cc2)s1	3	3	1	6	.	5	19	3
CC(=O)[C@@H]1[C@@H]2C(=O)N(Cc3ccccc3)C(=O)[C@@H]2C2c3ccccc3C=CN21 (some centres not stated)	61*	.	7	.	-5	.	0	6
COCCNC(=O)c1cc(-c2ccncc2)nc2ccc(S(=O)(=O)N3CCOCC3)cc12	1	.	.	1	9	3	-8	.
O=C(Nc1ccc(S(=O)(=O)Nc2ccnn2-c2ccccc2)cc1)C(F)(F)F	1	-1	9	-5	-12	2	9	-2
O=[N+]([O-])c1cccc(C2(O)COc3ccccc3O2)c1 (configuration not stated)	1	-1	.	20	-13	4	-7	2
C=C(C)CSc1nnc(CCNC(=O)OC(C)(C)C)o1	-2	-1	5	.	39	.	-5	-14

SMILES	CASP6 VEID inh	Cneo AK release	miR-122 sensor	PAX8 inh HTS	LGR2 inh	FN deposit inh	EWS-Fli block	PGC1a acetyl inh
COc1ccc([N+](=O)[O-])cc1NS(=O)(=O)c1ccc(C)cc1	2	-1	20	6	6	4	-23	3
Cc1nn(C(C)C(=O)Nc2ccccc2Cl)c(=O)c2nn(-c3ccccc3)c(C)c12 (configuration not stated)	0	-1	9	-10	4	-1	.	0
CC(=O)OCC(=O)[C@@]1(O)CC[C@H]2[C@@H]3CCC4=CC(=O)CC[C@]4(C)[C@H]3C(=O)C[C@@]21C	-2	-2	2	-12	-4	-1	-10	13
COc1ccc(CN(C)C[C@@H]2Oc3ccc(NC(=O)NC(C)C)cc3CC(=O)N([C@@H](C)CO)C[C@H]2C)cc1	-2	4	1[16.7 µM]	-15	4	.	.	15
CCn1c(SCC(=O)Nc2ncc(C(F)(F)F)cc2Cl)nnc1-c1ccccc1	-1	-4	8	23	-27	.	-1	7
CCS(=O)(=O)N1CCN(C(=O)C(c2ccccc2)c2ccccc2)CC1	.	2	-1	11	.	5	.	.
